hcGAS inh = Primary biochemical luminescence assay for human cyclic GMP-AMP synthase inhibitors; 290,000 tested, 0.081% active; recombinant h-cGAS, ATP depletion, Kinase-Glo luminescence; inhibition, % at 12.5 µM;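 further: 0% = vehicle reaction and 100% = reaction without DNA for no activity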
Target sequence (Q8N884 whole entry, looked up): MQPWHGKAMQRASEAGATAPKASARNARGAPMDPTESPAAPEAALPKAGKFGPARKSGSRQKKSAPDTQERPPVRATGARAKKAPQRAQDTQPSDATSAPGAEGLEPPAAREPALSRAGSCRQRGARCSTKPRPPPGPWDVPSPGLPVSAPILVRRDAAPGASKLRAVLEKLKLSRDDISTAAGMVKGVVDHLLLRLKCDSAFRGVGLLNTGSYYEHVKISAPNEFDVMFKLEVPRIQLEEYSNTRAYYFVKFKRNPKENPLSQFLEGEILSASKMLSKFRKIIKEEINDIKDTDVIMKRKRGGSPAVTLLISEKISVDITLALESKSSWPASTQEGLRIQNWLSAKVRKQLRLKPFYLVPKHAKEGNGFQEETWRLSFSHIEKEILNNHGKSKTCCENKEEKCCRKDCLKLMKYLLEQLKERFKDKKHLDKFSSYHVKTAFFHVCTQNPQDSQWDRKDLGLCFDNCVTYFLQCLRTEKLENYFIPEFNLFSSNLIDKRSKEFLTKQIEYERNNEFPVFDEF
NPYLR7 ag = agonists of mosquito NPYLR7 receptor, primary screen, cell-based, Aedes aegypti, calcium fluorescence, mosquito biting behavior; Aedes aegypti neuropeptide Y-like receptor 7 (NPYLR7); HEK293T NPYLR7/Galpha15, GCaMP6s calcium fluorescence; activation, % at 10 µM; 270,000 tested, 0.15% active; in the data active means activation above about 40%;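 further: 0% = vehicle and 100% = reference agonist at the receptor; some compounds past the cut are filed as inactive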
mcGAS lum = cyclic GMP-AMP synthase inhibitors, mouse, primary biochemical chemiluminescence | AID 1259399, 2018 | inhibition, % at 12.5 µM | 160,000 tested, 0.15% active | recombinant cGAS, Kinase-Glo ATP depletion luminescence | Q8C6L5;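 further: 0% = negative control wells and 100% = reference inhibitor with no enzyme activity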
The depositor's hits bear a star; nt = no result given; & = joins results of further samples. Unless noted, no stated cut-off is given here; in the data, active means inhibition above about 40%; inactive means the rest.

canonical_smiles | hcGAS inh | NPYLR7 ag | mcGAS lum
O=C(Cn1nc2c(c1NC(=O)CSCc1ccccc1)CSC2)NCc1ccco1 | 3 | -8 | 6
CC(C)CC(=O)NC(C(=O)N1CCCCC1)C1CCN(S(=O)(=O)C(C)C)CC1 (stereo unspecified) | -8 | 16 | -6
COCCCN(CC(=O)N(CCc1c[nH]c2ccccc12)Cc1ccc(Cl)c(Cl)c1)C(=O)c1cccc(Br)c1 | -3 | 19 | -6
C=CCN(Cc1cccs1)C(=O)C(C)N1CCc2cncnc2C1 (stereo unspecified) | -7 | 3 | nt
Cc1cc(C)nc(N/N=C\c2ccc([N+](=O)[O-])cc2)n1 | -6 | -2 | -8
O=C(CSc1ccc(Cl)cc1)NNC(=O)CC1Sc2ccccc2NC1=O (stereo unspecified) | -2 | 2 | nt
COc1ccc(-n2c(SCCCC(=O)N3CCN(C(c4ccccc4)c4ccccc4)CC3)nnc2-c2ccccc2)cc1 | -14 | 17 | -5
COCCCN(Cc1ccccc1C)Cc1cccn1Cc1cccc(C(F)(F)F)c1 | -9 | -3 | -5
CCc1noc(C)c1C(=O)NC1CCN(C(C)c2ccccc2)C1 (stereo unspecified) | -18 | -1 | -8
CN1CC2(CCN(C(=O)c3cccnc3N(C)C3CCCCC3)C2)OC1=O (stereo unspecified) | -3 | 5 | nt
COc1ccccc1Cn1c(=O)sc2ccccc21 | -1 | 4 | -4
C[C@@H]1CN(C(=O)Cn2c(-c3ccco3)nc(-c3ccccc3)c2-c2ccccc2)C[C@H](C)O1 | -11 | 16 | nt
CN(Cc1ccc(N2CCOCC2)cc1)C(=O)c1ccc[nH]c1=O | -3 | 2 | nt
CC(OCC1CCCO1)C(=O)NS(=O)(=O)c1ccc2c(c1)CCCC2 (stereo unspecified) | -7 | 5 | -11
Cc1cnc(CN(C)C(=O)[C@@]23CNC[C@@H]2CN(Cc2ccccc2)C3)[nH]1 | -2 | -4 | nt
CC(C)CN(Cc1ccccn1)C(=O)[C@@H](N)Cc1ccccc1 | -9 | 4 | -13
Cc1cc(C)cc(NC(=O)CSc2nc(=O)n(Cc3ccncc3)c3c2CCCC3)c1 | -8 | -1 | -10
Cn1c(=O)n(Cc2ccc(C(N)=O)cc2)c2ccccc21 | -6 | 2 | nt
O=C(O)CCC(=O)Nc1ccc(N=Cc2ccc([N+](=O)[O-])cc2)cc1 | 4 | 3 | nt
CCc1cccc2c(C(CC(=O)NCCc3ccccc3)c3ccc(Cl)cc3)c[nH]c12 (stereo unspecified) | -5 | -2 | -3
O=C(c1cn(CCCc2ccccc2)nn1)N1CCCCC1c1nc2ccc(F)cc2[nH]1 (stereo unspecified) | -7 | 13 | -9
CN(C)c1ncnc2c1cc(C(=O)O)n2C | -2 | 7 | nt
COc1ccc(C(=O)NCCc2nc(C)c(C)s2)cc1OC1CCN(C(C)=O)CC1 | 6 | 2 | nt
O=C(c1ccccc1F)N1CCN(CCCn2cncn2)CC1 | -2 | -1 | nt
COc1ccc(NC(=O)C(C)(CC(=O)O)C2CCCCC2)cc1CO (stereo unspecified) | -14 | 3 | -15

Full records, quoted from the list:
COc1ccc(-n2c(SCCCC(=O)N3CCN(C(c4ccccc4)c4ccccc4)CC3)nnc2-c2ccccc2)cc1 is entered as hcGAS inh = -14; NPYLR7 ag = 17; mcGAS lum = -5
CCc1cccc2c(C(CC(=O)NCCc3ccccc3)c3ccc(Cl)cc3)c[nH]c12 (stereo unspecified) is entered as hcGAS inh = -5; NPYLR7 ag = -2; mcGAS lum = -3

(list continues)
canonical_smiles | hcGAS inh | NPYLR7 ag | mcGAS lum
Cc1c(C(=O)NCc2cccnc2-n2ccnc2)nnn1Cc1ccccc1 | -3 | 12 | -18
Cc1c(C)n2c3c(=O)n(C)c(=O)n(C)c3nc2n1-c1ccccc1Cl | -5 | 0 | nt
Cc1ccccc1-n1c(C)nnc1SCc1ccc(C(=O)NCc2ccncc2)cc1 | -3 | 18 | -6
C=CCOCC(O)CN(CCC)Cc1c(-c2ccccc2)noc1N(C)Cc1ccccc1 (stereo unspecified) | -5 | 8 | -4
COC(=O)c1cn(CN(Cc2cccc(C)c2)C2CC2)nn1 | -8 | 6 | nt
COCCNC(=O)c1ccc(OC2CCN(Cc3cnc(SC)nc3)CC2)c(Cl)c1 | -7 | 4 | nt
CCS(=O)(=O)c1ccc2oc(-c3ccc(N)c(C)c3)nc2c1 | -4 | -1 | -23
C=C(C)Cn1c(=O)c2c(nc3n(-c4ccc(C)cc4C)c(C)c(C)n23)n(C)c1=O | 1 | -2 | -5
CC(=O)OCC1=C(C(=O)O)N2C(=O)[C@@H](NC(=O)Cc3cccs3)[C@H]2SC1 | 2&19&-2&-4 | 10&-5&-1&8 | -5&-2
Cc1ccc(CNC(=O)Cn2cc(C(=O)N3CCOCC3)c(=O)c3ccc(C)nc32)cc1 | -4 | 13 | -4
C=CCCOC(=O)N1CCC(OC(=O)NCC)c2ccccc2N(C)C(=O)C1 (stereo unspecified) | -9 | 5 | -8
CCOC(=O)c1c(C)nn(-c2ccc(C(=O)NCc3cccc(F)c3)cc2)c1C | -6 | -6 | -3
O=C(C1CCC1)N(Cc1cccc(C(F)(F)F)c1)CC1CC(c2cccc(F)c2)=NO1 (stereo unspecified) | -7 | 21 | -9
[O-][N+]1=C2CCC/C(=N/O)C2(O)C2CCCCC21N1CCOCC1 (stereo unspecified) | -1 | -9 | nt
CCOc1ccc(Cc2nnc(NC3CCCCC3)[nH]c2=O)cc1 | -5 | 10 | nt
C=CCNc1nc2c(s1)CCCC2 | -7 | 8 | nt
COCCCN(Cc1cccn1Cc1cccc(Cl)c1)C(=O)c1cccc(C(F)(F)F)c1 | -4 | 17 | -4
CCN(CC)S(=O)(=O)c1ccc(SCc2ccccc2C(F)(F)F)c([N+](=O)[O-])c1 | -10 | 1 | -7
CCCCCC(=O)Nc1c(-c2ccccc2OC)nc2cc(C)ccn12 | -7 | -4 | -9
CC(C)c1cc(Oc2ccccc2F)nc(SCc2ccc(C(F)(F)F)cc2)n1 | -5 | 22 | -5
CCOc1ccc(-n2c(C(C)N(CCC(C)C)C(=O)c3ccc(Cl)cc3)nc3ccccc3c2=O)cc1 (stereo unspecified) | -3 | 9 | -3
CSc1ccc(-c2nc(C)c(C(C)=O)n2O)cc1 | -9 | 0 | -7
O=C(CS(=O)(=O)c1ccc(O)cc1)Nc1c(Cl)cccc1C(F)(F)F | -9 | 2 | nt
C=CCN1C(=O)NC(c2cc(OC)cc(OC)c2)C2=C1CN(CC1CCCO1)C2=O (stereo unspecified) | -7 | -2 | -6
CC(Nc1cccc(CO)c1)c1nc(Cc2ccc(F)cc2)no1 (stereo unspecified) | -6 | 1 | nt
O=C1CSC(c2ccccc2)N1Cc1ccco1 (stereo unspecified) | 8 | -9 | 0
COc1ccc(-c2nc(CN3CCCCC3c3nccs3)c(C)o2)c(OC)c1 (stereo unspecified) | -9 | 5 | nt
Cc1cccnc1NC(=O)C(C)(C)n1nc(-c2ccccc2)ccc1=O | -3 | -2 | nt
Cc1ccc(C)c(C2C3C(=O)CC(C)(C)CC3=Nc3nc(-c4cccnc4)nn32)c1 (stereo unspecified) | 3&-3 | 6 | nt
COc1cccc(NC(=O)N2CCc3nc(NCc4cccc(Oc5ccccc5)c4)ncc3C2)c1 | -3 | -3 | -2
CC1CN(c2cc(Cl)nc(SCC(=O)NCCc3ccccn3)n2)CCN1C(=O)NC1CCCCC1 (stereo unspecified) | 1 | -10 | 2
CCc1nc2ccc(C(=O)N3CCN(S(=O)(=O)CC)CC3)cn2c1N(C=O)Cc1ccc(OC)cc1 | -5 | 20 | -1
Cc1occc1C(=O)N1CCCC1C(=O)Nc1ccccc1Oc1cccnc1 (stereo unspecified) | -10 | 4 | nt
CC(Sc1nc(N)nc2nc[nH]c12)C(=O)NCCn1cccc1 (stereo unspecified) | -2 | 4 | nt
C=CCN(Cc1csc(COc2ccccc2C(C)C)n1)C(=O)COC | -6 | 4 | -6
Cc1cc(C)cc(-c2nc3ccccn3c2NC(=O)C(C)Cl)c1 (stereo unspecified) | -9 | 1 | -9
COc1cccc(NC(=O)Nc2cnn(CC(O)CN(C)OC)c2)c1 (stereo unspecified) | -1 | 0 | nt
CCOC(=O)c1cc(-c2ccc(N3CCN(C(=O)c4ccccc4OC(C)=O)CC3)cc2)n(-c2ccccn2)n1 | -2 | 7 | -5
O=C(Cc1csc(-c2ccccc2)n1)NCc1cccnc1-n1ccnc1 | 6 | -2 | nt
CN(CC(=O)N1CCNC1=O)Cc1ccc(Br)s1 | -9 | 13 | nt
COC(=O)C1CC2(CCN(Cc3ccc(C(N)=O)cc3)CC2)c2ccccc21 (stereo unspecified) | -4 | 8 | nt
CN1CCCC1CCNC(=O)c1ccc(-c2n[nH]c3c2COc2ccccc2-3)cc1 (stereo unspecified) | -3 | nt | -3
O=C(NCCC1COc2ccccc2O1)c1cn(Cc2c(F)cccc2F)nn1 (stereo unspecified) | 0 | 2 | -2
COc1ccc(-c2ccc(CCC(=O)O)[nH]2)cc1 | -3 | 19 | nt
Cc1cc(N2CCCCC2)nc(NCCNC(=O)Nc2ccc(F)cc2F)n1 | -3 | -1 | nt
Cc1noc(C)c1C(=O)NCC[C@@H]1C[C@@H]2C=C[C@H]1C2 | -9 | 17 | nt
CCC(CC)C(=O)Nc1ccc(-c2cccc(-c3ccc(OC)cc3)n2)cc1 | 4 | 0 | 3
COc1ccc(CCN(C)S(=O)(=O)c2ccc(OC)c(N3CCN(S(=O)(=O)c4ccc(OC)c(OC)c4)CC3)c2)cc1OC | -6 | 6 | -6
CCC(=O)c1c(O)cc(O)cc1O | 1 | 18 | nt
Clc1ccc2c(NCc3ccccc3)nc(-c3ccco3)nc2c1 | -5 | 4 | -3

(cont.)
canonical_smiles | hcGAS inh | NPYLR7 ag | mcGAS lum
Cc1ccc(Oc2ccccc2NC(=O)C2CCC(=O)N2)cc1 (stereo unspecified) | -11 | 6 | nt
CCOc1ccc(Br)cc1S(=O)(=O)NC1=NCCCCC1 | 3 | -6 | nt
CC1Oc2ccccc2OC1C(=O)NCCOc1ccc2ccccc2c1 (stereo unspecified) | -2 | 7 | nt
COCCn1nc(C)c(CNC(=O)NC2CCCCC2(C)C)c1C (stereo unspecified) | -19 | 4 | -17
CC(C)(C)c1ccc(-c2cc(=O)c3cc(NC(=O)c4ccco4)ccc3o2)cc1 | -5 | -4 | nt
Cc1ccc2scc(N3CCOCC3)c(=O)c2c1 | -9 | 3 | -8
O=S(=O)(c1cccc(-c2nn(CN3CCc4ccccc4C3)c(=S)o2)c1)N1CCCCC1 | -4 | 2 | nt
Ic1ccc(Nc2nc(NC3CCCCC3)nc(N3CCOCC3)n2)cc1 | -8 | -1 | nt
CCCCN1CCN(C(=O)C2(C#N)CC2)CC1=O | -8 | nt | -4
CC(=O)NC(Cc1ccccc1F)C(=O)N1CCN(Cc2cccc(-c3noc(-c4cccs4)n3)c2)CC1 (stereo unspecified) | -5 | 22 | -7
Cc1cccc(CN(CC(O)COc2ccc(Cl)cc2)CC2CCCO2)c1 (stereo unspecified) | -5 | -2 | -5
O=C(O)C1CCC(Cn2c(SCc3cc(=O)n4ccccc4n3)nc3ccsc3c2=O)CC1 (stereo unspecified) | -7 | 5 | nt
Cc1nc2ccc(C(=O)NCc3cccs3)cn2c1N(C)C(=O)CCc1ccccc1 | -6 | 20 | -5
N#Cc1c(NC(=O)CSc2nnnn2C2CCCC2)sc2c1CCC2 | -9 | 8 | nt
CN=c1scc(-c2ccc(Cl)cc2Cl)n1N=Cc1ccsc1 | -2 | -3 | nt
CC1=Nc2ccccc2N=C(N)C1c1ccccc1 (stereo unspecified) | 3 | 7 | nt
CC(C)(C)CC(=O)Nc1nc(-c2cccnc2)cs1 | -1 | -4 | -4
Nc1cc(-c2cccc(Cl)c2)nn1-c1ccc(C(=O)NCCc2cccc(F)c2)cc1 | -4 | -9 | -5
COc1ccc(/C(=N/O)c2ccccc2NC(=O)c2ccc(C)cc2)cc1 | -6 | 0 | nt
N#Cc1cccc(S(=O)(=O)NC2CCSc3ccc(Cl)cc32)c1 (stereo unspecified) | -12 | 2 | nt
Cc1nc(CCNC(=O)Cc2nc3ccc(Cl)cc3[nH]2)sc1C | -9 | 15 | -17
O=C(NCc1cccnc1-n1ccnc1)C1CCCc2c1[nH]c1ccccc21 (stereo unspecified) | -2 | 28 | nt
CCc1nccc(-c2c(-c3ccccc3)ncn2C2CC(=O)N(CC)C2)n1 (stereo unspecified) | -4 | 3 | nt
COc1ccccc1-c1nc2c(Cl)cc(Cl)cn2c1NC1CCCCC1 | -5 | 17 | -8
CCN(C1=NS(=O)(=O)c2ccccc21)N(CC)S(=O)(=O)c1ccc(C)cc1 | -6 | -15 | -9
COc1ccc(-c2noc(C3CCN(C(=O)c4c(F)c(F)c(F)c(F)c4F)CC3)n2)cc1 | -2 | 22 | -2
Cc1ccc(NC(=S)NN=C2CC3CC=CC23)c(C)c1 (stereo unspecified) | -7 | 1 | nt
CCOc1cc2c(cc1CNC(CN1CCOCC1)c1ccc(C)cc1)OC(C)C2 (stereo unspecified) | -4 | 2 | -7

An excerpt of these results, with each value named:
> Cc1cc(C)cc(-c2nc3ccccn3c2NC(=O)C(C)Cl)c1 (stereo unspecified)
  hcGAS inh: -9 | NPYLR7 ag: 1 | mcGAS lum: -9

> COc1cccc(NC(=O)Nc2cnn(CC(O)CN(C)OC)c2)c1 (stereo unspecified)
  hcGAS inh: -1 | NPYLR7 ag: 0 | mcGAS lum: nt

> CCOC(=O)c1cc(-c2ccc(N3CCN(C(=O)c4ccccc4OC(C)=O)CC3)cc2)n(-c2ccccn2)n1
  hcGAS inh: -2 | NPYLR7 ag: 7 | mcGAS lum: -5

> O=C(Cc1csc(-c2ccccc2)n1)NCc1cccnc1-n1ccnc1
  hcGAS inh: 6 | NPYLR7 ag: -2 | mcGAS lum: nt
